# Shn3 3UTR inh = inhibitors of Schnurri-3 3'UTR reporter in osteoblasts | Clone20 osteoblast Shn3 3'UTR firefly luciferase, 24 h | inhibition, % at 12.5 µM | actives 0.52% (n = 360,000) | AID 588674;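 active = mean inhibition of at least 75% with every replicate also reaching 75%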;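 also: 0% = median of neutral control wells and 100% = pilot-screen positive control compound; some compounds past the cut are filed as inactive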
# KKLEB tox = CF airway cell cytotoxicity counter-screen. AID 602141. actives 0.36% (n = 360,000). activity change (cytotoxicity), % at 5 µM. KKLEB CF airway cells viability, ATPlite luminescence, overnight; hits give low values; cells stimulated with P. aeruginosa culture filtrate;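 active = corrected activity change at or below -50% at 5 µM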
# NR2E3 ag-1 = human photoreceptor-specific nuclear receptor agonism; inhibition of corepressor binding, % at 3.98 µM; Q9Y5X4; AID 602229; CHO-S Gal4-NCOR/VP16-NR2E3 two-hybrid, luciferase; actives 0.35% (n = 360,000);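 active = inhibition above the mean of all tested compounds plus 3 SD, cut at about 70% in these data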;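 also: 0% = DMSO with NR2E3 transfected cells and 100% = cells lacking NR2E3 construct; higher means lower luciferase signal from less NR2E3 corepressor binding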
# Target sequence (Q9Y5X4 whole entry, looked up, the tested form may be a part): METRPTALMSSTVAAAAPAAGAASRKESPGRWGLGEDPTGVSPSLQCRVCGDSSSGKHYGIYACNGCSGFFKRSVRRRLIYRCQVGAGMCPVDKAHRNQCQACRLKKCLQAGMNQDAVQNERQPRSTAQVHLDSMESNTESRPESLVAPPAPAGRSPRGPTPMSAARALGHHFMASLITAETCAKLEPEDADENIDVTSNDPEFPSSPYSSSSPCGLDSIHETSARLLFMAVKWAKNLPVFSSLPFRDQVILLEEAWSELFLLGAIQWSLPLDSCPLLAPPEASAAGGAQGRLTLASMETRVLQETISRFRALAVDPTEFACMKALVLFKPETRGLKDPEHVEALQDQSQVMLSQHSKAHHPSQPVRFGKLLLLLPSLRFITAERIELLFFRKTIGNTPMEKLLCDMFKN
# NR2E3 ag-2 = NR2E3 (human) agonism; Q9Y5X4; GST-NR2E3/biotin-RetCOR TR-FRET, 1536-well; inhibition of corepressor binding, % at 4.78 µM; actives 0.12% (n = 320,000); AID 2300;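 active = percent inhibition above the cutoff of mean plus 3 SD of all tested compounds, set per screening campaign, cut at about 20% in these data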;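 also: 0% = DMSO wells and 100% = biotin wells as full block of FRET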
#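 Test system: GST-NR2E3 and biotin-RetCOR proteins | Quantity: 1.35 nM GST-tagged NR2E3 final | Medium: Tris pH 7.5 | Also added: 7 nM biotin-RetCOR | Dosing: Compound at 4.8 µM, single dose | Timing: 5 h at 4 °C | Detection: Time-resolved FRET | Read-out basis: Percent inhibition | Benchmarks: Biotin wells as high control, 0.6% DMSO wells as low control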
# Peg3 prom inh = inhibitors of Peg3 promoter | HeLa PEG-Prom luciferase reporter, luminescence, overnight | inhibition, % at 20 µM | actives 1.7% (n = 360,000);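 active = inhibition of at least 50% at 20 µM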
# TWEAK Fn14 block = blocks TWEAK-Fn14 interaction in a reporter cell assay; AID 1159606; actives 2% (n = 360,000); inhibition, % at 10 µM; TWEAK-stimulated Fn14 reporter cells, luciferase luminescence, 8 h; in the data active = inhibition above about 50%
# C8 TRAIL sens = caspase-8 TRAIL sensitization; NB7+C8 cells + TRAIL, ATPlite viability luminescence; inhibition (viability loss, TRAIL sensitization), % at 10 µM; actives 1% (n = 360,000); AID 624354;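 active = compounds causing at least 50% loss of cell viability in the single-dose screen, relative to plate controls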
# HIF-2a inh = blocks HIF-2a reporter activity; actives 0.72% (n = 360,000); inhibition, % at 18.8 µM; 786-0 RCC cells HIF-2a reporter, luciferase luminescence, overnight; AID 624352;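 active = inhibition of the luminescence signal of 40% or more relative to plate controls, in a single-dose primary screen at 18.75 µM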
# MITF TRPM1 inh = inhibitors of MITF-driven TRPM1 promoter in melanoma cells; actives 0.83% (n = 330,000); SK-MEL-5 TRPM1 promoter luciferase, 24 h; AID 488899; inhibition, % at 12.5 µM;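 active = mean inhibition across replicates of 60% or more, whatever share of single replicates reaches that level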; also: values of inactives mirror those of a sister screen read the other way
# CF NFkB inh = inhibitors of cystic fibrosis induced NF-kB; KKLEB NF-kB-GFP reporter, PAF-induced, GFP fluorescence overnight; inhibition, % at 5 µM; actives 0.86% (n = 360,000); AID 588850;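 active = at least 50% inhibition at 5 µM, scaled per plate between neutral and stimulator controls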;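 also: PAF is a Pseudomonas aeruginosa culture filtrate used as stimulus; plate controls were PAF-stimulated DMSO wells for no effect and unstimulated DMSO wells for full effect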
# TROY signal inh = TROY signaling inhibition; AID 1347056; Q293 LMP1-TROYcd NF-kB luciferase reporter, 4 h; actives 0.98% (n = 360,000); inhibition, % at 10 µM;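 active = compounds whose plate-normalised and pattern-corrected inhibition of the luciferase reporter signal at the single screening dose is 50% or more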
# An asterisk follows results filed as active; nt = no result given. Some of the compounds tested. The share of hits here may be higher or lower than overall.
SMILES,Shn3 3UTR inh,KKLEB tox,NR2E3 ag-1,NR2E3 ag-2,Peg3 prom inh,TWEAK Fn14 block,C8 TRAIL sens,HIF-2a inh,MITF TRPM1 inh,CF NFkB inh,TROY signal inh
Cc1oc(-c2ccc3c(c2)OCCO3)cc1C(=O)NCC(=O)O,-3,3,-85,-4,-60,19,1,-89,-15,-45,2
CCSc1nnc(Cn2c(=O)sc3ccccc32)n1-c1ccc(OC)cc1,-14,-9,7,0,5,5,3,17,6,-13,-15
COCCc1nnc(NC(=O)Cc2ccccc2)s1,-22,0,-2,2,-3,-24,-1,12,10,-3,2
CN(C)N1C(N)=C(C#N)C(c2ccc3c(c2)OCO3)C2=C1CCCC2=O (stereo not given),5,20,-23,0,12,-4,-7,6,-6,-18,9
CN(C)c1ccc(C(=O)NCc2ccc3c(c2)CCO3)cc1,-5,-20,-15,-4,-26,-10,0,-48,nt,4,-13
O=C(CN1C(=O)NC2(CCCC2)C1=O)N1CCN(S(=O)(=O)c2ccccc2F)CC1,-16,20,-14,2,13,-22,-11,13,7,-42,2
O=C(Nc1nc2ccccc2[nH]1)C1CCN(S(=O)(=O)c2cccs2)CC1,-9,6,-9,0,-65,2,33,-71,-21,-3,-4
COC(=O)[C@H](CCSC)NC(=O)NCc1ccccc1F,-5,-3,3,3,9,9,-9,-10,1,-10,4
Nn1c(SCc2cccc(F)c2)nnc1-c1ccncc1,-5,7,-21,1,5,1,-23,-6,2,20,-2
CCc1cccc(NC(=O)Cn2c(=O)c3cccn3c3ccccc32)c1,21,-1,-4,26*,12,-4,15,7,26,-28,-7
O/N=C/c1cccc[n+]1CCCCCC[n+]1ccccc1/C=N/O,-40,2,-14,nt,2,1,3,16,-6,-3,4
Cc1cn(COC/C=C/c2ccccc2)c(=O)[nH]c1=O,-1,-3,-17,5,-15,-10,8,2,-2,-16,4
CCN(CC)C(=O)[C@H]1C[C@H](CC(=O)NCC23CC4CC(CC(C4)C2)C3)C(=O)N2CCc3c([nH]c4cc(CCC(=O)N(C)C)ccc34)[C@]12C,56,6,-39,nt,-2,6,-12,1,18,8,-9
COc1ccc(C)cc1Nc1nnc(C)c(=O)[nH]1,-3,11,-2,5,18,10,-2,12,10,-10,-4
O=C(COc1ccccc1Cl)NNC(=O)Cn1[nH]c(=O)c2ccccc2c1=O,5,18,2,2,5,-6,14,10,7,-6,-6
CN1CCN(C(=O)c2cc3cc(F)ccc3[nH]2)CC1,-58,10,-6,nt,-39,11,-9,-46,1,-6,-10
COc1ccc(CN2CCN(CCC(C)C)C(CCO)C2)cc1Cn1cccn1 (stereo not given),3,-22,8,-4,0,-14,-2,19,8,1,-8
COc1ccc(C(CC(=O)c2ccccc2)S(=O)(=O)c2ccc(C)cc2)cc1 (stereo not given),-73,-12,-16,2,-182,18,13,-364,-65,17,-36
Cc1ccc(NC(=O)c2cc(Cl)ccc2[N+](=O)[O-])cc1C,1,-4,-22,-1,-8,-7,14,4,-15,0,-17
Cc1cc(C)c(NC(=O)C2CCCN2CCC(C)C)c(C)c1 (stereo not given),3,5,-13,-1,4,-1,12,1,-6,-20,8

# Structures listed so far containing two or more sulfur atoms (2):
SMILES,Shn3 3UTR inh,KKLEB tox,NR2E3 ag-1,NR2E3 ag-2,Peg3 prom inh,TWEAK Fn14 block,C8 TRAIL sens,HIF-2a inh,MITF TRPM1 inh,CF NFkB inh,TROY signal inh
CCSc1nnc(Cn2c(=O)sc3ccccc32)n1-c1ccc(OC)cc1,-14,-9,7,0,5,5,3,17,6,-13,-15
O=C(Nc1nc2ccccc2[nH]1)C1CCN(S(=O)(=O)c2cccs2)CC1,-9,6,-9,0,-65,2,33,-71,-21,-3,-4

# In the list so far, 4 contain an aryl methoxy group:
SMILES,Shn3 3UTR inh,KKLEB tox,NR2E3 ag-1,NR2E3 ag-2,Peg3 prom inh,TWEAK Fn14 block,C8 TRAIL sens,HIF-2a inh,MITF TRPM1 inh,CF NFkB inh,TROY signal inh
CCSc1nnc(Cn2c(=O)sc3ccccc32)n1-c1ccc(OC)cc1,-14,-9,7,0,5,5,3,17,6,-13,-15
COc1ccc(C)cc1Nc1nnc(C)c(=O)[nH]1,-3,11,-2,5,18,10,-2,12,10,-10,-4
COc1ccc(CN2CCN(CCC(C)C)C(CCO)C2)cc1Cn1cccn1 (stereo not given),3,-22,8,-4,0,-14,-2,19,8,1,-8
COc1ccc(C(CC(=O)c2ccccc2)S(=O)(=O)c2ccc(C)cc2)cc1 (stereo not given),-73,-12,-16,2,-182,18,13,-364,-65,17,-36

# Compound profiles (already shown). Values in the order: Shn3 3UTR inh | KKLEB tox | NR2E3 ag-1 | NR2E3 ag-2 | Peg3 prom inh | TWEAK Fn14 block | C8 TRAIL sens | HIF-2a inh | MITF TRPM1 inh | CF NFkB inh | TROY signal inh
# O/N=C/c1cccc[n+]1CCCCCC[n+]1ccccc1/C=N/O in the list: -40 | 2 | -14 | nt | 2 | 1 | 3 | 16 | -6 | -3 | 4
# O=C(CN1C(=O)NC2(CCCC2)C1=O)N1CCN(S(=O)(=O)c2ccccc2F)CC1 in the list: -16 | 20 | -14 | 2 | 13 | -22 | -11 | 13 | 7 | -42 | 2

# Records listed so far marked active in NR2E3 ag-2.
compound,Shn3 3UTR inh,NR2E3 ag-1,NR2E3 ag-2,Peg3 prom inh,TWEAK Fn14 block,HIF-2a inh,MITF TRPM1 inh,CF NFkB inh
CCc1cccc(NC(=O)Cn2c(=O)c3cccn3c3ccccc32)c1,21,-4,26*,12,-4,7,26,-28

# Other compounds follow:
SMILES,Shn3 3UTR inh,KKLEB tox,NR2E3 ag-1,NR2E3 ag-2,Peg3 prom inh,TWEAK Fn14 block,C8 TRAIL sens,HIF-2a inh,MITF TRPM1 inh,CF NFkB inh,TROY signal inh
CCN(CC)c1ccc(S(=O)(=O)N2CCOCC2)cc1NC(=O)COC(=O)COc1ccccc1C,19,11,7,1,4,0,-7,6,-1,-4,3
CCC1C(=O)c2ccccc2N(C)C1=O (stereo not given),3,8,8,-2,19,8,0,7,-2,-4,-13
CCCC(=O)NC(c1ccc(OC)cc1)c1c(O)ccc2ccccc12 (stereo not given),0,-17,-48,0,35,22,26,27,22,30,4
O=C(Nc1ccccc1C(=O)O)c1ccc(NC(=O)C2CCCO2)cc1 (stereo not given),5,-7,-24,-2,3,2,25,7,9,0,11
COc1cc2c(cc1NC(=O)CCCN1C(=O)CCC1=O)oc1ccccc12,-12,1,-45,0,-163,-18,-9,-154,-57,4,-22
Nc1ccc(S(=O)(=O)N2CCCC2)cc1Cl,2,9,8,2,8,-1,-17,10,14,2,-4
CCC(C)NC(=O)CC(NS(=O)(=O)c1ccc(Cl)cc1)c1ccco1 (stereo not given),-5,6,5,2,5,59*,-11,15,-1,2,11
CC1(C(=O)O)CCN1C(=O)/C=C/c1ccccc1 (stereo not given),-13,-2,30,nt,-3,5,0,4,nt,12,8
CC(=O)NC1(C(F)(F)F)NC(=O)N(c2ccc(F)cc2)C1=O (stereo not given),-1,1,-17,1,12,4,0,19,4,7,-16
O=C1N/C(=C/c2cccn2-c2ccc(F)cc2)C(=O)N1Cc1ccccc1F,21,-14,11,0,16,75*,5,3,8,21,-27
CNC(=O)COC(=O)c1ccccc1Oc1ccccc1,-5,12,5,-1,11,-15,13,20,7,-13,7
O=C(CSc1nnc(-c2cccnc2)n1Cc1ccccc1)NCc1ccccc1,6,2,-17,1,4,-29,36,18,-10,-11,-9
NC(=O)CC(NC(=O)Cc1ccc(Cl)cc1)c1ccc(NCc2ccccc2)c([N+](=O)[O-])c1 (stereo not given),14,-13,0,3,12,-7,-6,10,-10,-10,-3
Cc1cnc(NC(=O)Cc2ccc(Br)cc2)s1,13,-14,60,-1,-13,6,7,3,-1,43,0
COc1ccc(OC)c(/C=N/NC(=O)c2nnn(-c3nonc3N)c2-c2cccs2)c1,-8,-8,-7,-5,-12,28,-9,9,2,-16,2
O=C(CN1C(=O)NC(CCc2ccccc2)C1=O)Nc1ccc(F)c(F)c1F (stereo not given),-14,1,9,nt,20,10,-11,13,7,-16,-2
CN(C(=O)c1cc(COc2ccc(F)cc2Cl)on1)C1CCOC1 (stereo not given),-16,-10,16,nt,-26,4,8,-66,nt,-17,-13
O=C(O)CS(=O)CC(=O)NCc1cccc(C(F)(F)F)c1 (stereo not given),15,-1,-20,3,6,4,2,6,-3,6,4
O=C(CSc1c2c(nc3ccccc13)CCCC2)NCc1ccco1,-8,-4,4,2,10,-17,-7,13,10,-8,0
COC(=O)[C@]1(Cc2ccccc2)N[C@H](CN(C)C(=O)Nc2ccc(C(F)(F)F)cc2)[C@@H]2C(=O)N(Cc3ccccc3)C(=O)[C@@H]21,2,-8,-18,nt,-6,22,14,-15,8,0,1
O=C(COC(=O)c1cc(-c2ccco2)nc2ccccc12)NCc1ccc2c(c1)OCO2,3,-4,-6,0,17,13,-8,4,3,5,5
O=C(COC(=O)Cc1ccc(Br)cc1)NC1CCCCCC1,5,9,0,2,18,3,0,20,3,-3,-5
Cc1cnc(C(=O)OCC(=O)Nc2sc3c(c2C#N)CCC3)cn1,-6,4,-26,-1,0,1,-5,7,11,-4,23
CN1CCN(S(=O)(=O)c2ccc(N3CCN(S(=O)(=O)c4cccs4)CC3)nc2)CC1,0,11,1,2,18,-15,-6,11,-3,2,-5
Oc1cccc(Nc2nc(NCC3CCCO3)c3ccccc3n2)c1 (stereo not given),69,-19,-17,-1,7,27,22,-5,-7,-16,-11
Cc1ccc(C(=O)COC(=O)C2CC(=O)N(c3nc(-c4ccccc4)cs3)C2)cc1C (stereo not given),10,-12,-7,0,-2,14,2,1,6,-16,10
COc1ccc(NC(=O)c2cccc(-n3c(C)ccc3C)c2)c(OC)c1,-25,0,-11,2,-50,4,-9,-68,-4,2,0
Cn1c(CNS(=O)(=O)c2ccc(Br)cc2)n[nH]c1=S,17,-5,10,2,12,-6,0,2,7,-11,6
CC(C)c1cccc(C(C)C)c1NC(=O)COC(=O)c1ccc2c(c1)S(=O)(=O)c1ccccc1C2=O,9,11,-16,5,-3,4,-7,-3,-12,-2,-19
CCN(CC)CCC(c1ccc(N(C)C)cc1)c1c(OC)cc(OC)c2ccc(=O)oc12 (stereo not given),15,-1,2,-1,13,-23,-12,-3,8,-23,-8
COc1ccc(OC)c(CN2CCC(Cc3ccccc3)CC2)c1,21,1,-16,2,5,-10,27,14,-1,-16,14
